Screening data as filed in PubChem BioAssay.
MRP1 act: H69AR viability gain despite doxorubicin, primary screen, MRP-1 activator project, H69AR cells, CellTiter-Glo | viability rescue | viability increase, % at 10 µM | 0.61% of 140,000 active | AID 799, 2007;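 active = viability gain under doxorubicin at or above a set limit, the compound median plus 3 SD, cut at about 4.7% in these data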;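 also: MRP-1 overexpressing cells given doxorubicin 25 µM after compound pretreatment; 18-22 h compound pretreatment then 72 h with doxorubicin before readout; 0% = doxorubicin-only wells and 100% = vehicle-treated cells without doxorubicin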
NPY Y2 blocker: NPY-Y2 receptor antagonists, primary screen, cell-based. NPY-Y2 expressing cells, antagonist mode. inhibition, % at 2.7 µM. AID 793, 2007. Neuropeptide Y receptor type 2 (Homo sapiens), P49146. 0.99% of 140,000 active; in the data active = inhibition above about 17%;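 also: 0% = vehicle with agonist challenge and 100% = reference antagonist with challenge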
Target sequence (P49146 whole entry, looked up): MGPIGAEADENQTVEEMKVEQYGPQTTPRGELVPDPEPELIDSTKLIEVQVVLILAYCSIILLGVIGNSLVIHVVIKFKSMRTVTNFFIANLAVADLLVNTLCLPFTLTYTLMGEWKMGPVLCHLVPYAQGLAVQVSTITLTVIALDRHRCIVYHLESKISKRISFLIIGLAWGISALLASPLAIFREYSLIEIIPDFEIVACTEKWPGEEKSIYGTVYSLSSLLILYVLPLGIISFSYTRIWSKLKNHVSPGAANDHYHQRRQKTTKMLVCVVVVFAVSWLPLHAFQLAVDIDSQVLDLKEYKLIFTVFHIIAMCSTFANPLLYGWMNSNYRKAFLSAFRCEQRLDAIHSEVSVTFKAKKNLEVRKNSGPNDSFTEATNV
GALR2 blocker: GALR2 antagonists in receptor-expressing cells, primary screen | inhibition, % at 4 µM | Galanin receptor type 2 (Homo sapiens), O43603 | antagonist mode | 0.39% of 140,000 active; in the data active = inhibition above about 27%;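 also: cells stimulated with galanin 1-16 at roughly its EC80; 0% = agonist challenge control and 100% = basal control without agonist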
Target sequence (O43603 whole entry, looked up): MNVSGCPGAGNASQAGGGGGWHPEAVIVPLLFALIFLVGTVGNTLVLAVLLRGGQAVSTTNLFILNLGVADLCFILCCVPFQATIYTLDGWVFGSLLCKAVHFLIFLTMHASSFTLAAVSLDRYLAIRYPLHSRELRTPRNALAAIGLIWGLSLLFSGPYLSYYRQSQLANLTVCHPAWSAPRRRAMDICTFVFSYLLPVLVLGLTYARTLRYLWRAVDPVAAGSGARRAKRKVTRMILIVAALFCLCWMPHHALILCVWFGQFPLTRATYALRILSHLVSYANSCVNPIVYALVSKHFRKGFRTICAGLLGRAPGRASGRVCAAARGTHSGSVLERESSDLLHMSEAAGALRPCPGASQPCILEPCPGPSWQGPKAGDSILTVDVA
Measles CPE: compounds protecting cells from measles virus cytopathic effect, primary screen, measles RdRp inhibitor project, single point, MLSMR library, absorbance. AID 841, 2007. 1.5% of 140,000 active. Measles virus-infected cells, CPE protection. protection (pct of control), % at 4 µM; in the data active = protection mostly above about 24%, no sharp cut-off; inactive = mostly below about 26%; also: some compounds called inactive have numbers as strong as hits
Phagocyt inh: inhibitors of macrophage phagocytosis, primary screen, imaging, J774A.1 cells, IgG beads. J774A.1 macrophage IgG-bead phagocytosis. inhibition, % at 5 µM. 0.07% of 110,000 active;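 active = inhibition above the mean of the plate negative controls plus 5 SD, cut at about 13% in these data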;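 also: phagocytic index as fraction of beads internalized from green versus red external bead signal; plate controls were DMSO negative control for no effect and cytochalasin-D positive control for full effect; some results beyond the cut were filed as inactive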
HCT116 bCat-KO: primary screen for growth suppressors in beta-catenin knockout HCT116 cells (colon tumor, human). HCT116 beta-catenin knockout viability, CellTiter-Glo, 60 h; stronger effect = lower value. viability, % at 10 µM. 1.5% of 140,000 active;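 active = viability at or under a set limit, the compound median less 4 SD, cut at about 6% in these data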;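 also: 0% = Hyamine 1622 control at 20 µM and 100% = untreated cell control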
E-sel TNF inh: E-selectin induction blockers in HUVEC – imaging, immunofluorescence, high content, primary screen; HUVEC TNFa-induced E-selectin immunofluorescence; inhibition, % at 2 µM; 0.71% of 120,000 active;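 active = inhibition above the batch mean plus 3 SD, and confirmed as a hit on visual image review, cut at about 43% in these data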;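 also: 0% = TNF-stimulated DMSO wells and 100% = unstimulated control wells; not every result past the cut was called active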
HCT116 PTEN-null: growth suppression of PTEN-null HCT116, primary screen, cell-based, CellTiter-Glo. HCT116 PTEN-null viability, 60 h; stronger effect = lower value. viability, % at 10 µM. 1.2% of 140,000 active. AID 827, 2007;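 active = viability at or below a set limit, 4 SD under the median of all tested compounds, cut at about 3.7% in these data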;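 also: PTEN knockout HCT116 line with beta catenin targeted HCT116 as companion control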
Yeast lifespan up: compounds extending yeast replicative lifespan, primary screen, S. cerevisiae, OD615; inhibition of the nicotinamide effect, % at 10 µM; S. cerevisiae growth with nicotinamide; deaD strain in restrictive glucose medium; 0.68% of 130,000 active;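 active = inhibition above a set limit, placed 3 SD over the median of all compounds, cut at about 26% in these data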;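 also: 0% = nicotinamide-treated wells and 100% = cells grown without nicotinamide; some compounds called inactive have numbers as strong as hits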
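Measured by: optical density (absorbance) at 615 nm; System: modified budding yeast, DeaD strain; Medium: restrictive CSMM-D dextrose medium; Timing: 4 h preincubation then 48 h treatment at 30 °C.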
Yeast growth inh: growth inhibitors of yeast BB579 in restrictive medium, primary screen, yeast lifespan-shortening project, S. cerevisiae | OD615, 48 h | inhibition, % at 10 µM | 0.51% of 140,000 active | AID 804, 2007;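 active = inhibition above a set limit, 3 SD over the mean compound inhibition, cut at about 44% in these data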; also: inactives centre near -24
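controls = amphotericin B 10 µg/mL, positive | assay system = DeaD yeast strain BB579 | schedule = 48 h compound exposure at 30 °C after 4 h preincubation | detection = OD615 turbidity measurement | medium = restrictive CSMM-D medium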
The depositor's hits bear a star; nt = not tested or not shown.

item	smiles	MRP1 act	NPY Y2 blocker	GALR2 blocker	Measles CPE	Phagocyt inh	HCT116 bCat-KO	E-sel TNF inh	HCT116 PTEN-null	Yeast lifespan up	Yeast growth inh
1	COc1ccc(C2=NOC3(CC(=O)N(c4ccc(C)cc4)C3=O)C2)cc1 (stereo not given)	0.2	2	-6	8	2	87	11	95	-9	-13
2	CC(=O)N/C(=N/c1nc(C)cc(C)n1)Nc1ccc(NC(C)=O)cc1	-0.8	-1	0	5	1	81	-29	84	-11	-16
3	CCCNc1c(F)c(F)c2c(C)c3ccccc3nc2c1F	-5.0	4	16	10	nt	71	3	80	-25	-52
4	COCCSc1nnc(NC(=O)CSc2ccccc2)s1	-2.7	3	9	7	0	95	-17	100	-7	-34
5	COc1ccccc1C(c1nnnn1C(C)(C)C)N1CCN(Cc2ccccc2)CC1 (stereo not given)	-2.6	7	7	14	nt	83	-2	86	nt	11
6	CCOC(=O)C1CCN(C(c2cc3ccc(C)c(C)c3[nH]c2=O)c2nnnn2C2CCCCC2)CC1 (stereo not given)	-0.7	1	5	7	0	98	-1	96	61	-70
7	Cc1c(NC(=O)c2noc(C(C)C)c2[N+](=O)[O-])c(=O)n(-c2ccccc2)n1C	0.8	2	0	29*	-1	93	nt	104	-5	9
8	CC(SCc1cn2cc(Cl)ccc2n1)C(=O)O (stereo not given)	-1.0	2	8	8	2	103	-8	98	6	-30
9	N#Cc1ccc(NC(=O)C2CC(c3ccc(F)cc3)=NO2)cc1 (stereo not given)	-2.9	-3	2	0	-2	97	93*	98	-1	-6
10	O=C(NC1CCN(C(=O)N2CCOCC2)CC1)c1ccccc1	-0.4	1	8	2	0	97	nt	102	-4	-38
11	COc1ccccc1N1CCSC1C(N)=O (stereo not given)	0.7	0	-12	6	nt	92	17	100	-9	-15
12	COc1ccc(NC(=O)NC2(C(=O)N3CCCCCC3)CCCCC2)cc1	-0.6	2	17	8	0	78	-38	86	-7	-69
13	CC(C)C(=O)N1CCN(c2ccccc2N)CC1	-2.6	0	5	6	-1	98	4	103	-7	10
14	CCN1C(=O)C(CC(=O)Nc2cccc(C(C)=O)c2)S/C1=N\c1ccccn1 (stereo not given)	-0.8	-1	-1	9	-3	92	nt	101	0	-43
15	CC1SC(C)C(=O)N(CC(=O)NCc2ccc(F)cc2)C1=O (stereo not given)	-0.8	1	-12	12	-8	100	19	96	7	-13
16	Cc1c(NC(C)c2cc(Cl)ccc2O)c(=O)n(-c2ccccc2)n1C (stereo not given)	-3.8	4	-15	8	0	94	0	90	5	-26
17	CCCCN1c2ccccc2N(CCCO)c2cc(C)nnc21	-3.0	-1	-1	4	-2	82	-1	79	-11	3
18	COC(=O)c1c(NS(=O)(=O)c2cccs2)sc2c1CCCC2	-1.4	2	-6	2	0	104	-9	97	-2	-13
19	CCOC(=O)/C(=C\Nc1ccc(OC(F)(F)F)cc1)Sc1ncc(C(F)(F)F)cc1Cl	0.2	2	-2	13	-1	82	nt	86	-4	-48
20	COc1ccccc1NS(=O)(=O)c1cc(NC(=O)Nc2cccc(C)c2)ccc1N1CCCCC1	3.2	0	5	4	-5	68	nt	57	9	-23
21	c1ccc2c(C3=NNC(=NC4CC4)SC3)c[nH]c2c1	-2.2	0	23	28	1	86	-26	84	-4	-28
22	Cc1ccc(OCCN2CCN(C(=O)CCC(=O)Nc3nnc(C(C)C)s3)CC2)cc1	0.0	3	5	10	0	50	1	60	-4	-44
23	CN(c1ccc(OCC(=O)OCC(=O)Nc2c(F)c(F)c(F)c(F)c2F)cc1)S(=O)(=O)c1ccc(F)cc1	-1.0	1	9	9	-13	98	nt	101	0	-10
24	CCOc1ccccc1C1CC(c2cccc(NS(C)(=O)=O)c2)=NN1C(=O)c1ccccc1 (stereo not given)	-2.8	4	-18	3	-3	80	-10	84	7	-58
25	COc1ccccc1N1CCN(C(=O)c2ccc3nc[nH]c3c2)CC1	-2.2	0	3	4	-2	93	-4	90	7	-52
26	Cc1ccc(NC2=CC(=O)CC(c3ccc(Cl)cc3)C2)cc1 (stereo not given)	4.7*	1	-6	6	-8	67	nt	65	1	-42
27	CCN1C(=O)CSc2ccc(C(=O)NCc3ccco3)cc21	-3.0	1	3	10	-2	89	-1	82	-7	-24
28	CC(C(=O)N1CCOCC1)N1C(=O)c2ccccc2C1=O (stereo not given)	-2.4	3	6	7	-3	79	23	87	-9	-21
29	Cc1[nH]c2ccccc2c(=O)c1SC(F)(F)C(F)C(F)(F)F (stereo not given)	-4.3	3	-3	2	nt	64	-22	63	-7	-10
30	O=C1CC(C(=O)Nc2nccs2)C(c2ccccc2)O1 (stereo not given)	0.5	nt	nt	16	-1	97	nt	103	nt	-8
31	COCCN(C(C)=O)c1nnc(-c2ccccn2)s1	2.6	1	8	10	nt	108	-23	108	-25	-1
32	CCn1c(SCc2nc3sc(C(=O)O)c(C)c3c(=O)[nH]2)nc2ccccc21	0.5	0	6	16	-1	93	0	97	-11	-65
33	Cc1nnc(SCCC(=O)Nc2nc(-c3ccccc3)ns2)s1	-1.3	3	1	12	2	88	-25	76	-6	-13
34	COc1ccc2c(c1)c(=O)oc1cc(OCC(=O)NC3CC3)ccc12	-2.5	1	-7	4	1	3.8*	18	48	-10	-33
35	N#CC1=C(S)N(c2ccccc2)C(c2ccc(-c3cc(Cl)ccc3Cl)o2)NC1=O (stereo not given)	-3.4	3	-2	15	-3	81	nt	83	-3	-20
36	O=C(CCN1C(=O)C2C3CC(C(Br)C3Br)C2C1=O)OCC(=O)c1ccccc1 (stereo not given)	0.6	-2	-2	27	-13	91	nt	102	-2	10
37	COc1ccc(Nc2nc(N)nc(CN3CCOCC3)n2)cc1	0.5	-2	24	23	0	98	-5	95	0	-14
38	COc1ccccc1C1=NOC(Cn2c(=O)c3c(ncn3C)n(C)c2=O)C1 (stereo not given)	-0.6	1	10	21	-1	102	22	90	-4	-81
39	Cc1ccc(C)c(NC(=O)c2ccccc2NS(=O)(=O)c2cc([N+](=O)[O-])ccc2C)c1	-4.2	10	8	9	-5	11	nt	6	4	-35
40	Cc1cccc(Cn2cnc3ccccc32)c1	-0.9	3	10	9	0	93	-3	90	8	-27
41	COc1ccc(C2CC(=O)N3CN(c4ccc(C)c(Cl)c4)CSC3=C2C#N)cc1 (stereo not given)	-3.4	1	-2	15	0	74	nt	72	-6	-8
42	NS(=O)(=O)c1ccc(NC(=O)CCc2ccccc2)cc1	0.1	0	-10	4	0	89	-17	110	-9	-13
43	Cc1cccc(C)c1NC(=O)CSc1cc(C(=O)c2nccn2C)c2ccccc2n1	-0.8	2	-2	13	-11	83	5	83	-1	-22
44	Cc1nn(Cc2ccccc2)c(C)c1CCC(=O)O	-0.7	0	-2	5	1	101	-26	94	-15	-2
45	Cc1c(C(=O)Nc2nc3ccccc3[nH]2)oc2ccc(Br)cc12	-2.9	19*	-20	8	-3	20	58	18	-1	-23
46	COc1ccc(N(C)S(=O)(=O)c2cccc(C(=O)NCC3CCCO3)c2)cc1 (stereo not given)	-2.4	12	-7	6	0	86	9	90	-18	-43
47	CCCCNC(=O)C1CC(=O)N(CCC(C)C)C1 (stereo not given)	1.9	2	15	8	-2	93	29	99	-18	-37
48	N#C/C(=C\c1cccc(Oc2ccc(C(F)(F)F)cc2[N+](=O)[O-])c1)c1nc2ccccc2[nH]1	-3.1	5	0	5	nt	85	-31	88	-6	-29

Compound profiles, from the list above.
Results for CCCCNC(=O)C1CC(=O)N(CCC(C)C)C1 (stereo not given) = MRP1 act = 1.9; NPY Y2 blocker = 2; GALR2 blocker = 15; Measles CPE = 8; Phagocyt inh = -2; HCT116 bCat-KO = 93; E-sel TNF inh = 29; HCT116 PTEN-null = 99; Yeast lifespan up = -18; Yeast growth inh = -37
Results for Cc1cccc(C)c1NC(=O)CSc1cc(C(=O)c2nccn2C)c2ccccc2n1 = MRP1 act = -0.8; NPY Y2 blocker = 2; GALR2 blocker = -2; Measles CPE = 13; Phagocyt inh = -11; HCT116 bCat-KO = 83; E-sel TNF inh = 5; HCT116 PTEN-null = 83; Yeast lifespan up = -1; Yeast growth inh = -22

Later entries.
item	smiles	MRP1 act	NPY Y2 blocker	GALR2 blocker	Measles CPE	Phagocyt inh	HCT116 bCat-KO	E-sel TNF inh	HCT116 PTEN-null	Yeast lifespan up	Yeast growth inh
49	CCOC(=O)C(C)n1cnc2c(cnn2-c2ccc(Cl)cc2)c1=O (stereo not given)	-0.7	2	5	9	-2	87	nt	97	0	-58
50	Cn1c(C(=O)N2CCN(C(=O)c3ccco3)CC2)cc2c(=O)n3ccccc3nc21	-2.9	1	2	20	nt	98	15	97	-16	-23
51	CCOC(=O)c1sc(NS(=O)(=O)c2ccccc2)nc1C	-1.8	3	10	13	nt	90	11	96	-7	14
52	CCCC(=O)N(c1ccc(OC)cc1)C1C=CS(=O)(=O)C1 (stereo not given)	-0.3	3	-4	15	5	94	12	115	-2	-32
53	CC(C(=O)N1CC2(C)CC1CC(C)(C)C2)N1C(=O)c2ccccc2C1=O (stereo not given)	1.1	0	-8	3	-1	92	-13	94	12	-37
54	Cc1nn(C(=O)c2ccco2)c(C)c1Sc1ccc([N+](=O)[O-])cc1	0.3	4	9	16	-1	85	-56	93	5	-36
55	COc1cc(NC(=O)c2ccc(Br)o2)c(C(=O)O)cc1OC	-0.2	8	2	3	2	96	-6	93	7	9
